Assay outcomes (PubChem)
HEK293 tox: cytotoxic compounds in HEK 293 cells. HEK 293 viability, ATP luminescence (CellTiter-Glo), 48-72 h. Potency, µM (top dose mostly 115 µM), for inactives: top-dose activity change, negative = cytotoxicity, actives largely listed as inhibitors. 94,000 tested, 6.6% active. AID 1345083; further: potency means the concentration at half of the fitted maximal effect; nearly all actives have a fitted effect of over 60% in size
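Read-out: CellTiter-Glo ATP luminescence. Cells: HEK 293, 250 cells/well. Exposure: 48 or 72 hr, 37 degree Celsius.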
FLuc inh: Photinus pyralis luciferase inhibition; P08659; purified P. pyralis luciferase, luminescence, biochemical; Potency, µM (highest dose often 115 µM), without a hit: top-dose activity change, negative = inhibition, actives largely listed as inhibitors; 76,000 tested, 2.5% active; AID 1347043; further: potency means the concentration at half of the fitted maximal effect; nearly all actives have a fitted effect of over 65% in size
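Biochemical qHTS: compound (6-point titration) added to 10uM D-luciferin plus 10uM ATP in Tris acetate pH 7.5 buffer with Mg, Tween-20 and BSA, then purified enzyme at 10nM; light output imaged.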
HEK293 viab: reduces viability of HEK-293 SNCA reporter cells; HEK-293-SNCA-luc viability, GF-AFC fluorescence, 24 h; Potency, µM (titrated, usually from 57.1 µM), without a hit: at the top dose activity change, negative = cytotoxicity, usual class: cytotoxic; 150,000 tested, 0.12% active; AID 1671193;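 further: potency means the concentration at half of the fitted maximal effect; 0% = DMSO-treated cells and -100% = medium-only wells without cells; nearly all actives have a fitted effect of over 30% in size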
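Cytotoxicity counterscreen: after 24 h compound treatment of genome-edited SNCA-luciferase HEK-293 cells, live-cell protease substrate GF-AFC read by fluorescence after 30 min; activity scaled between DMSO (0%) and medium-only (-100%), curves Hill-fitted.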
SNCA expr inhib: SNCA gene expression inhibition | AID 1671194 | 140,000 tested, 0.17% active | Potency, µM (doses to about 57.2 µM), without a hit: at the top dose activity change, negative = inhibition, most hits filed as inhibitors | HEK-293 SNCA-luciferase knock-in, luminescence, 24 h;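 further: potency means the concentration at half of the fitted maximal effect; plate controls were DMSO cells for no effect and cell-free wells for full effect; nearly all actives have a fitted effect of over 45% in size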
GPT2 inh: inhibitors of human GPT2 alanine aminotransferase. 100,000 tested, 0.25% active. Q8TD30. Potency, µM (titrated, usually from 57.7 µM), for the others: at the highest dose activity change, negative = inhibition, usual class: inhibitors. Recombinant GPT2, coupled pyruvate oxidase/HRP Amplex Red fluorescence; further: potency means the concentration at half of the fitted maximal effect; nearly all actives have a fitted effect of over 60% in size; many of its hits are not listed in these tables
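Inhibition is scored from Amplex Red fluorescence generated when pyruvate oxidase and HRP act on pyruvate released by GPT2. Reactions contain 10ng/uL enzyme, 250uM a-KG and 2mM L-alanine and run 30 min at room temperature.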
IP6K1 inh: blocks human inositol hexakisphosphate kinase 1. IP6K1 kinase, ADP-Glo luminescence, 2 h; hits give low values. 140,000 tested, 0.81% active. Q92551. activity change, % (series mostly up to about 58 µM). AID 1645851; in the data active means activity change below about -25%
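ADP-Glo luminescence measures ADP made by human IP6K1 during a 2 h RT reaction with ATP/IP6 (mix at 1.3 mM/130 uM); top library doses 57.5 and 19.1 uM final.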
NIH3T3 tox: NIH 3T3 cell cytotoxicity. NIH 3T3 viability, CellTiter-Glo ATP luminescence, 48-72 h. Potency, µM (doses to about 96.7 µM), without a hit: at the top dose activity change, negative = cytotoxicity, usual class: inhibitors. 94,000 tested, 4.3% active; further: potency means the concentration at half of the fitted maximal effect; nearly all actives have a fitted effect of over 55% in size
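Cytotoxicity is measured as loss of cellular ATP: NIH 3T3 cells (400/well) are exposed to compound for 48 or 72 hr at 37 °C, then CellTiter-Glo luminescence is imaged after 10 min at room temperature.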
* marks the source's active call; other numbers are inactive results; i = inactive; ? = inconclusive; . = no result given; & = joins results of further samples; [ ] = dose if it differs, or a comment. Unless noted, the call rests on the fitted dose curve; in most records, active means well fitted curve in the direction sought with a large enough effect; inconclusive means small, poorly fitted or top-dose-only effect, or another doubt; inactive means no such curve, though single readings can be large; an effect the other way counts as inactive or inconclusive. Unless noted, on the % scale 0 is the no-effect control and ±100 the full control effect.

SMILES | HEK293 tox | FLuc inh | HEK293 viab | SNCA expr inhib | GPT2 inh | IP6K1 inh | NIH3T3 tox
COc1ccc(-c2cc(N3CCCN(C(=O)c4cnccn4)CC3)n[nH]2)cc1 | ? | -6% | -11% | 0% | -5% | -2 | -11%
CNC(=O)CCn1ncc2cc(OCc3ccccc3-c3ccccc3C)ccc21 | ? | -21%[172 µM] | -14%[87.6 µM] | -30%[87.6 µM] | -3%[88.5 µM] | -1 | ?
N#Cc1cccc(CN2CC(CNC(=O)C3CCOCC3)C3(C2)CN(c2ccccc2)C3)c1 (centres undefined) | i | 0% | -5% | 17% | -2% | 6 | ?
O=C(C1=NO[C@@H]2CN(Cc3ccc(F)cc3)C[C@H]12)N1CCN(c2ccccn2)CC1 | ? | 3%[172 µM] | 3%[87.6 µM] | 1%[87.6 µM] | 4%[88.5 µM] | -6 | ?
O=C(CCc1c[nH]c2ccccc12)N1CCC([C@@H]2CNC[C@H]2CO)CC1 | i | -11% | -5%[12.5 µM] | 9% | i | -5 | 1%
Cc1ccc(C)c(NC(=O)CN2C(=O)NC3(CCCCC3)C2=O)c1 | 14% | 1% | 0% | 3% | 0% | 10 | 4%
O=C(CSc1nc(-c2ccc(F)cc2)[nH]c1-c1ccc(F)cc1)Nc1ccc2c(c1)OCCO2 | . | . | ? | ? | . | -10 | .
Cc1ccc2c(C(=O)N3CCOCC3)cc(NC(=O)C(C)C)cc2n1 | 1% | -6% | 6% | 4% | -8% | 16 | i
CCOc1cc(CN2CCN(S(=O)(=O)c3ccc(C)cc3)CC2)ccc1OC | . | . | 5% | 41%[activator] | . | 1 | .
COc1ccc(NC(=O)c2c(NC(=O)COc3ccccc3)sc3c2CCC(C(C)(C)C)C3)cc1 (centres undefined) | . | . | 0% | -7% | . | -9 | .
CO[C@H]1C=C2C(CC[C@H](O[C@@H]3O[C@H](CO)[C@@H](O)[C@@H](O)[C@H]3O)C2(C)C)[C@]2(C)CC[C@]3(C)C([C@H](C)C(O)C(C=C(C)C)O[C@@H]4O[C@H](CO)[C@@H](O)[C@@H](O)[C@H]4O)CC[C@@]3(C)C12 (some centres undefined) | . | . | 4%[12.5 µM] | . | 0%[17.1 µM] | 1 | .
COc1cccc(N2C(=O)N[C@@H]3CCN(C(=O)c4ccc(C(F)(F)F)cc4)[C@@H]3C2=O)c1 | i | 4%[172 µM] | 5%[87.6 µM] | 31%[activator][87.6 µM] | -9%[88.5 µM] | -7 | 4%[174 µM]
COc1ccc(-c2csc3ncnc(Nc4ccccc4)c23)cc1 | . | . | -4% | -5% | . | 9 | .
CC1=C[C@@H](CNCc2ccc(C#N)cc2)[C@H](C(C)C)C[C@H]1Cc1nnc(-c2cccnc2)o1 | ? | -7% | -12% | -6% | 1% | -3 | ?
Fc1ccc(CN2CCC3(CC2)CC(c2cccnc2)=NO3)cc1 | ? | -6%&6%[172 µM] | 3%&-21%[87.6 µM] | -10%&6%[87.6 µM] | 1%[88.5 µM] | 10&-9 | ?
Cc1cc(Cl)ccc1NC(=O)CCS(=O)(=O)c1cc2c(cc1C)NC(=O)CO2 | . | . | 0% | -2% | . | 1 | .
CCNC(=O)[C@@H]1C[C@H](NC(=O)CSc2ccccc2)CN1C1CCCC1 | i | 5% | 6% | 9% | -1%[11.5 µM] | 6 | 1%
Cc1ccn2cc(-c3ccc(C)c(NS(=O)(=O)c4ccc(Cl)cc4)c3)nc2c1 | . | . | -21% | 14% | . | 13 | .
CC(=O)Nc1ccc(/C=N/NC(N)=S)cc1 | . | . | -20%[23.9 µM] | 56%[25.6 µM] | 1% | -10 | .
COc1ccc(-c2nnc3n2CCN([S+](=O)([O-])c2c(C)noc2C)C3)cc1 | i | 9% | -17% | 5% | i | 5 | -8%
O=C(CNC(=O)C1CCCN1C(=O)c1cccc(-c2cccnc2)c1)c1ccccc1 (centres undefined) | ? | . | . | . | . | -11 | -16%
CCOc1ccccc1NS(=O)(=O)c1cc(-c2cnc(C3CC3)o2)ccc1C | . | . | 11% | 19% | . | 21 | .
CCOC(=O)C1CCN(C(=O)c2ccc3nnc(-c4ccccc4OC)n3c2)CC1 | 4% | . | 7% | 15% | i | 3 | -5%
Fc1ccc(CN2CCNc3cnc(OCc4cccnc4)cc3C2)cc1F | ? | -25%[172 µM] | -2%[87.6 µM] | ? | 5%[88.5 µM] | -10 | ?
COCCCNC(=O)N1CCC2(CC1)CN(C(C)=O)CC2COC (centres undefined) | i | -12% | 2% | -3% | i | 1 | -14%
Other records.
SMILES | HEK293 tox | FLuc inh | HEK293 viab | SNCA expr inhib | GPT2 inh | IP6K1 inh | NIH3T3 tox
CCOc1ccc(C2Cn3nnc(-c4nc(-c5ccc(C)c(C)c5)no4)c3CO2)cc1 (centres undefined) | -7% | -2% | 15% | 3% | 4% | 4 | -2%
Cc1ccc2nc(CSc3nnc(NC(=O)COc4ccccc4)s3)cc(=O)n2c1 | . | . | 6% | 12% | . | 13 | .
Clc1ccc(-c2cnc([C@@H]3COCCN3C3CCCCC3)[nH]2)cc1 | ? | 8%[172 µM] | -14%[87.6 µM] | -24%[87.6 µM] | 5%[88.5 µM] | -10 | ?
O=C1CC2(CCN(C(=O)C3CCN(C(=O)Cc4ccc(F)cc4)CC3)CC2)Oc2ccccc2N1 | ? | . | -8% | -10% | i | 21 | -11%
Cc1cc(F)ccc1NC(=O)CCSc1nc(-c2ccco2)cc(C(F)(F)F)n1 | . | . | ? | -18% | . | -11 | .
CC(C)NC(=O)[C@H]1O[C@H](CCN2CCN(c3ccc(F)cc3)CC2)CC[C@@H]1O | i | 0%[172 µM] | -7%[87.6 µM] | -16%[87.6 µM] | -12%[88.5 µM] | -6 | 3%[174 µM]
C[C@H](N)C(=O)N1CCC(n2nccc2NC(=O)Nc2cccc(F)c2)CC1 | -2% | -7% | -2% | -22% | -9% | -6 | i
CCc1ccccc1NC(=O)CSc1ncc2c(n1)-c1ccccc1N(Cc1ccc(C)cc1)S2(=O)=O | . | . | 4% | -12% | . | 2 | .
Cc1ccc(-n2c(C3CCN(C(=O)Cc4ccccc4F)CC3)n[nH]c2=O)cc1 | -1% | 3% | -4% | 1% | i | -19 | ?
COc1ccc(CCC(=O)N2CCCN(S(=O)(=O)c3ccccc3)CCC(=O)NCC2)cc1 | -5% | -9% | -26% | -14% | i | 10 | -15%
CCCN1CCCC12Cc1ccccc1CN(C(=O)CCNC(C)=O)C2 (centres undefined) | -6% | . | -1% | -24% | 4% | -6 | -2%
CSc1ccc(CNC(=O)c2ccc3c(c2)N(C)C2CCCCN2C3=O)cc1 (centres undefined) | ? | ? | -5%[12.5 µM] | 37%[activator] | -7% | -1 | -23%
CCC(=O)N1CCOc2ccc(CN3CCCCC3)cc2C1 | 0% | 5% | 1% | 6% | i | -7 | i
COc1cccc(NC(=O)CC2CCCCN(C)C2=O)c1 (centres undefined) | i | 4% | 2% | 2% | i | 1 | 4%
CN1[C@@H]2CC[C@H]1CC(OC(=O)C(O)c1ccccc1)C2 (some centres undefined) | . | . | -17%[23.9 µM] | -64%[25.6 µM] | -4% | 5 | .
O=C(c1ccncc1)N1CCC(c2noc(-c3cnccn3)n2)C1 (centres undefined) | 0% | -5% | -1% | -2% | 3% | 4 | 3%
COc1ccccc1OCC(=O)N(Cc1ccc(N(C)C)cc1)CC1CCCO1 (centres undefined) | . | . | -20% | 15% | . | 10 | .
COc1cccc(NC(=O)Cn2c(=O)n(-c3cccc(OC)c3)c(=O)c3sc4ccccc4c32)c1 | . | . | ? | 0% | . | -13 | .
COc1cc(-c2nc3cc4[nH]c(=O)[nH]c4cc3[nH]2)cc(OC)c1O | 0% | ? | 4% | -27% | -29%[11.5 µM] | -7 | -2%
O=C(c1ccc2c(c1)N(C(=O)c1ccccc1)CC2)N1CCN(c2cccc(Cl)c2)CC1 | 32µM* | -3% | ? | ? | -20% | -4 | ?
Cc1ccc(CN2CC[C@@H]3OCC(=O)N(Cc4ccccc4)[C@H]3CC2)o1 | -16%[172 µM] | -1%[172 µM] | -8%[87.6 µM] | 7%[87.6 µM] | -7%[88.5 µM] | -18 | ?
COc1ccc(S(=O)(=O)N(CCc2ccccc2)CC(=O)NCc2ccc(C)cc2)cc1 | . | . | -4% | -3% | . | -3 | .
O=C(CCS(=O)(=O)c1cc(Br)cc2c1N(C(=O)C1CC1)CC2)N1CCN(c2ccc(F)cc2)CC1 | . | . | 3% | ? | . | -1 | .
COc1ccccc1-c1nc(C(=O)N2CCOCC2)n2ccncc12 | 3% | . | -4% | 3% | 0% | -7 | -5%
Cn1c([C@H]2CCN(C(=O)COc3ccccc3)C2)nc2ccccc21 | -25%[172 µM] | -13%[172 µM] | -2%[87.6 µM] | 0%[87.6 µM] | -3%[88.5 µM] | 5 | -26%[174 µM]
New compounds follow
SMILES | HEK293 tox | FLuc inh | HEK293 viab | SNCA expr inhib | GPT2 inh | IP6K1 inh | NIH3T3 tox
O=C(Nc1ccc(Oc2ccccc2)cc1)N[C@H]1CO[C@H]2[C@@H]1OC[C@@H]2n1cc(-c2ccccn2)nn1 | ? | -5% | -3% | 11% | i | -16 | -39%
COc1cccc(CC(=O)Nc2ccc(-c3nc4ccccc4s3)cc2Cl)c1 | . | . | 1% | 50%[activator] | . | -20 | .
Cc1ccc(-c2noc([C@@H]3C[C@@H](O)CN3C3CCN(C)CC3)n2)cc1F | ? | -4%[172 µM] | 4%[87.6 µM] | -10%[87.6 µM] | i | 27 | ?
COc1ccc(-c2noc(CN(C(=O)c3cc(OC)c(OC)cc3OC)C(C)C)n2)cc1 | . | . | -6% | 44%[activator] | . | -14 | .
COc1cc(-c2noc(-c3ccc(NC4CCCC4)c([N+](=O)[O-])c3)n2)cc(OC)c1OC | . | . | 5% | 5% | . | -10 | .
CCOc1ccc2c(n1)CCN(C(=O)c1ccco1)C2 | 11% | -11% | 3%[12.5 µM] | ? | i | -1 | -4%
Cc1nc(-c2c3n(c(=O)n(CC(=O)Nc4ccc(F)c(Cl)c4)c2=O)CCCC3)no1 | 10% | -5% | -7% | -5% | i | 11 | -3%
Cc1ccc(CN(C)C2CCc3ccccc32)cc1 (centres undefined) | i | 1%[172 µM] | -1%[87.6 µM] | 16%[87.6 µM] | 3%[88.5 µM] | 5 | -4%[138 µM]
Cc1ccccc1NC(=O)c1ccc(F)c(S(=O)(=O)N(C)C2CCCCC2)c1 | . | . | -12% | -15% | . | 12 | .
CN1CCCCC1CCNC(=O)c1ccc(N2CCOCC2)nc1 (centres undefined) | -18% | 8% | 5% | 15% | -7% | 3 | -9%
CCCc1ccc(OCC(=O)N(Cc2nc(-c3cccnc3)no2)C(C)C)cc1 | . | . | -24% | . | -8% | 10 | .
